# SUMO1 PPI mod – modulators of human SUMO1-mediated protein-protein interactions; P63165; SUMO1 binding to a labelled peptide, TR-FRET, 1 h; inhibition, % at 20 µM; 360,000 compounds, 0.33% hits; in the data active = inhibition above about 37%
# STEP block – STEP (human) phosphatase inhibition; recombinant STEP, OMFP fluorogenic substrate, fluorescence; inhibition, % at 20 µM; 360,000 compounds, 0.25% hits;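 active = inhibition at 20 µM, scaled per plate between control wells, above about 37%, limit read from the data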;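 note: 0% = DMSO with enzyme and substrate and 100% = substrate only without enzyme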
#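 Measure: Control-normalized % inhibition with plate pattern correction | Test system: STEP phosphatase, cell-free reaction | Medium: pH 6.0 Bis-Tris with DTT and Tween 20 | Technique: Fluorescence, 480/540 nm | Times: Reaction 20 min, ambient temperature | Doses: Single compound dose of 20 µM, 1% DMSO final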
# Scp1 inh – Scp-1 (human) phosphatase inhibition; inhibition, % at 20 µM; Q9GZU7; Recombinant Scp1, phosphopeptide, malachite green phosphate absorbance; 340,000 compounds, 0.88% hits;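 active = inhibition above about 50% at 20 µM, limit read from the data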;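 note: plate controls were DMSO wells with enzyme for no effect and wells lacking enzyme for full effect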
#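 Test system – truncated SCP-1 phosphatase (76-261aa) · Reagent – Phosphorylated 17-residue peptide substrate · Incubation – 45 min room-temperature reaction, 5 min colour, 30 min stabiliser · Detection – colorimetric phosphate reagent with accelerator and stabiliser, absorbance at 630 nm · Measure – % inhibition at 20 µM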
# NadD inh – inhibitors of Staphylococcus aureus NadD. purified NadD enzyme, colorimetric absorbance read-out. inhibition, % at 20 µM. 360,000 compounds, 0.78% hits; in the data active = inhibition above about 26%; note: some compounds past the cut are filed as inactive
# MT1-MMP act inh – blocks activation of human MT1-MMP; P50281; HT1080 RFP-PRO-GFP cells, GFP/RFP ratio fluorescence, overnight; percent of plate control window, DMSO zero; GFP/RFP ratio change, % at 20 µM; 360,000 compounds, 0.061% hits; AID 651647;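 active = GFP/RFP ratio change of at least 30% with cell ATP level not reduced by more than half and red fluorescence within 50% of control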; note: strong numbers were not always called active
#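 Test system: HT1080 cells expressing an RFP-PRO-GFP fluorescent reporter construct / Compound dosing: single-point 20 µM compound, 1% DMSO / Schedule: cells overnight before dosing, compound overnight, 37 °C, 5% CO2 / Evaluation: GFP/RFP fluorescence ratio / Control set: DMSO and RFP-L50D-GFP cell wells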
# LMPTP block – blocks human LMPTP phosphatase; P24666; recombinant LMPTP-A, OMFP fluorogenic substrate, fluorescence intensity; inhibition, % at 20 µM; 360,000 compounds, 0.22% hits;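 active = compounds that cut the enzyme signal by at least half of the control window in the single-dose screen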;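 note: plate controls were DMSO wells with enzyme plus substrate for no effect and substrate without enzyme for full effect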
#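 Material: LMPTP-A; amount: 0.625 nM enzyme; doses: single 20 µM dose; times: reaction 50 min, room temperature, dark; technique: fluorescence intensity of OMFP turnover product; benchmarks: no-enzyme and uninhibited controls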
# DNMT1 block – blocks human DNA methyltransferase DNMT1; P26358; DNMT1 molecular beacon, Hinp1I cleavage, fluorescence; inhibition (reported as % activation of signal), % at 10 µM; 360,000 compounds, 0.83% hits; in the data active = inhibition above about 50%
# Target sequence (P26358 504-1616 limits assumed): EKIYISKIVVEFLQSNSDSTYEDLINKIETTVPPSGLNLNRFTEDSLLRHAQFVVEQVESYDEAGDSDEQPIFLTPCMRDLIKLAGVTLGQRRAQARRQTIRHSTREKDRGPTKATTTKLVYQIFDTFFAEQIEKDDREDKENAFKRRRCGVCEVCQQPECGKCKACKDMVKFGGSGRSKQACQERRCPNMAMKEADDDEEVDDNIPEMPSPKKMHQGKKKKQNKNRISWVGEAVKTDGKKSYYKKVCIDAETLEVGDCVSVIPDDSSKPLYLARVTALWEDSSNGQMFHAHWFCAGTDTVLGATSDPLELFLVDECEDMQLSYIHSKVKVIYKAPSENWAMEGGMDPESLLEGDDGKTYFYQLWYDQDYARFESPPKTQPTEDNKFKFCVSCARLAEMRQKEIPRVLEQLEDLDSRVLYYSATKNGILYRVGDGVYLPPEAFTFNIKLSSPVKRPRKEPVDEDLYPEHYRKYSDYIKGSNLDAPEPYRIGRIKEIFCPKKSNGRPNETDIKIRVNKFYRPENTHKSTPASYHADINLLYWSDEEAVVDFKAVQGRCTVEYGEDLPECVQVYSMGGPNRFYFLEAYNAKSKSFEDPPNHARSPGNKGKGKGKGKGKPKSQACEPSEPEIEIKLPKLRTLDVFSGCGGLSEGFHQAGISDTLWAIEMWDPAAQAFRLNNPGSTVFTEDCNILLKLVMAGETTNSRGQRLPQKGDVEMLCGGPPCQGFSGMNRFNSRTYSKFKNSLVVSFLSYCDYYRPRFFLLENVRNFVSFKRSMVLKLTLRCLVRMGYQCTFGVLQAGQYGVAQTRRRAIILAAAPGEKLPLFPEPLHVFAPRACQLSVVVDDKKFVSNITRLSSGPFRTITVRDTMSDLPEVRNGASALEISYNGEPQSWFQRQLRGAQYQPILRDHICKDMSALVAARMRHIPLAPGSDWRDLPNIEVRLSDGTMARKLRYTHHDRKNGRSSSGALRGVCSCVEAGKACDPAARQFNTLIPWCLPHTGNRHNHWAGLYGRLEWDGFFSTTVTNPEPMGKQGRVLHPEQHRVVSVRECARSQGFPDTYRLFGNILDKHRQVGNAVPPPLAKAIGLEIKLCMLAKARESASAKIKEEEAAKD
# Rpn11 block – blocks the human proteasome subunit Rpn11 | calls only at 20 µM | human 26S proteasome, Ub4-pepOG fluorescence polarization; 20S core pre-blocked with epoxomicin | 360,000 compounds, 0.59% hits | AID 588493 | O00487;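 active = inhibition at 20 µM, scaled to each plate's controls, above about 33%, limit read from the data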
# SKN-1 block – blocks SKN-1 activity in C. elegans. C. elegans VP596 Pgst-4::GFP/RFP ratio, acrylamide-induced, 24 h. inhibition, % at 21.8 µM. 360,000 compounds, 0.49% hits. AID 624304;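 active = interference check ratio from 0.5 to 1.5 plus GFP to RFP signal ratio inhibition reaching or exceeding a fixed threshold, cut at about 30% in these data, passing the limit was not always enough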; note: some compounds called inactive have numbers as strong as hits
# CendR NRP1 mod – NRP-1/CendR interaction modulation | AID 602438 | FAM-RPARPAR peptide binding to NRP-1, fluorescence polarization | inhibition, % at 25 µM | O14786 | 360,000 compounds, 0.85% hits;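 active = inhibition or corrected inhibition above about 18%, plus a signal ratio from 0.5 to 1.5, limit read from the data, passing the limit was not always enough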; note: strong numbers were not always called active
# Starred values were filed as active, the others as inactive; i = inactive; / = not tested or not shown.
SMILES,SUMO1 PPI mod,STEP block,Scp1 inh,NadD inh,MT1-MMP act inh,LMPTP block,DNMT1 block,Rpn11 block,SKN-1 block,CendR NRP1 mod
O=C(NC1CCCCC1)C(c1ccccn1)N(C(=O)c1csnn1)C1CC1 (stereo not drawn),0,4,-6,2,1,-0.8,0,i,-5,1
Cc1ccc(O)c(Nc2nc(-c3ccccc3)nc3ccccc23)c1,-2,0,6,1,8,-0.7,13,i,5,-2
O=C(CSc1nnc(COc2ccc(F)cc2)o1)N1c2ccccc2CCc2ccccc21,1,4,-14,-9,2,4.5,-10,i,-1,14
Cc1ccc(NS(=O)(=O)c2ccc(Cl)nc2)c(C)c1,1,0,0,-5,4,-0.3,1,i,-2,3
O=C1CC(/C=C/c2ccc([N+](=O)[O-])cc2)=Nc2ccccc2N1,-14,-1,-4,36*,-3,1.9,-15,i,1,2
Cc1ccc(C)c(NC(=O)CCC(=O)NNC(=O)C(c2ccccc2)c2ccccc2)c1,-1,-5,-3,-3,/,-0.5,22,i,4,3
CN(C(=O)COC(=O)CCCN1C(=O)c2cccc3cccc(c23)C1=O)C1CCS(=O)(=O)C1 (stereo not drawn),-32,1,-1,-3,1,1.8,3,i,2,3
Cn1cnnc1SCC(=O)N/N=C/c1ccc(OCC(N)=O)cc1,-6,0,-7,0,1,-2.5,-1,i,0,-2
CCC(=O)N1N=C(c2ccccc2)CC1c1ccc([N+](=O)[O-])cc1 (stereo not drawn),-8,1,-12,-4,3,-1.0,0,i,3,-8
Cc1cnc(NC(=O)CCCSc2nc3ccccc3s2)s1,3,0,-8,-5,1,-1.0,5,i,15,-14
COc1ccc(NC(=O)c2cccnc2Nc2ccccc2)cc1,6,4,-4,-3,-7,2.2,-5,i,14,9
CCCC1(C(=O)OC)NC(c2ccco2)C2C(=O)N(C)C(=O)C21 (stereo not drawn),3,-3,-5,-8,-1,-1.5,0,i,-12,-5
O=C(Nc1ccc(-n2ccnc2P(=O)(O)c2ccccc2)cc1)c1ccccc1Br,3,3,11,11,-4,0.9,5,i,8,-1
c1ccc(-c2cc3c(NCC4COc5ccccc5O4)ncnc3s2)cc1 (stereo not drawn),-7,1,6,3,2,5.2,-6,i,17,-10
COc1ccc(Br)cc1CN1CCN(c2ncccn2)CC1,1,1,-11,-4,-1,-1.1,-7,i,-3,9
CC1(C)OC(=O)C(=NNc2ccc(Br)cc2)C(=O)O1,-19,-1,-10,6,-1,-0.5,5,i,9,6
CCOC(=O)C(C)NC(=O)c1cn(-c2ccc(OC)cc2)c(=O)c2ccccc12 (stereo not drawn),0,1,-7,-1,2,-1.5,-1,i,21,4
O=C1CCCc2nn(-c3ccccc3)nc21,-4,-2,-1,0,-6,-3.4,-2,i,-7,14
COc1cc(NC(=O)c2c(OC)cccc2OC)ccc1NC(=O)c1cc2ccccc2o1,-4,1,-11,0,2,0.9,-1,i,2,5
CCOC(=O)C1CCN(C(=O)c2oc3ccc(S(=O)(=O)N4CC(C)CC(C)C4)cc3c2C)CC1 (stereo not drawn),1,-1,-5,0,7,-0.3,-5,i,10,-3
COC(=O)C1(CC2CC(c3ccc(Cl)cc3)=NO2)CCN(C(=O)OC(C)(C)C)CC1 (stereo not drawn),-9,1,-2,-16,2,0.9,6,i,7,13
COCCCNC(=O)CNC(=O)c1nn(-c2ccc(OC)c(Cl)c2)c(=O)c2ccccc12,-13,-1,-10,-1,4,1.7,1,i,-5,-7
O=C1CCCN1CCCNc1ncnc2c1[nH]c1ccccc12,6,3,-8,2,5,-0.2,-6,i,14,-4
CCNc1ccc(S(=O)(=O)N(C)C)cc1NCC(=O)Nc1ccccc1Cl,-2,13,6,-2,4,-0.8,-3,i,0,10
Nc1ccc2c(c1)ncn2CCCn1cnc2cc(N)ccc21,0,-2,-10,12,1,37,0,i,6,-11
COc1cc(NC(=S)NC(=O)CC(C)C)ccc1NC(=O)c1cc2ccccc2o1,-2,3,-1,7,4,-2.0,13,i,5,-7
COc1ccc(/C=C2\CCCC3C2=NN(C(=O)c2ccco2)C3c2ccc(OC)c(OC)c2)cc1OC (stereo not drawn),-1,-4,-2,-1,-4,2.9,-7,i,19,-16
CCOC(=O)CSc1nc2ccccc2c(=O)[nH]1,3,0,0,0,-1,-1.1,3,i,-1,-4
CC1=C(C(=O)OCC2CCCCC2)C(c2cccc(O)c2)NC(=O)N1 (stereo not drawn),3,-1,/,-7,-7,1.0,2,i,25,2
CC(=O)c1c(O)cc(=O)n(-c2ccccc2)c1-c1ccc(C)cc1,1,0,4,-2,5,1.1,13,i,13,8
O=C(COC(=O)C12CC3CC(CC(C3)C1)C2)NCCCc1ccccc1,-3,1,-6,-7,-2,0.1,0,i,2,2
COc1ccc(Cl)cc1NC(=O)CSc1nc(N2CCOCC2)nc(N2CCOCC2)n1,4,2,1,-1,-1,1.7,0,i,9,14
FC(F)Oc1ccccc1NC(=S)Nc1cccc(Cl)c1Cl,-1,-2,-8,-2,2,-0.8,-1,i,-1,-5
COc1ccc(/C(C)=N/NC(=O)CNC(=O)c2cccs2)cc1OC,-3,1,-7,2,2,-0.4,0,i,2,0
COc1ccc(CC(=O)N[C@@H]2c3cc(OC)c(OC)cc3C[C@H]2O)cc1,-1,5,1,-8,1,-0.8,8,i,4,-1
COc1cc(C(=O)N2CCCCCCC2)ccc1OC1CCN(C(C)=O)CC1,2,2,-8,5,2,-0.7,3,i,4,10
Cc1ccc(C)c(-n2cc(CN3CCN(C(=O)c4ncn[nH]4)CC3)c(-c3ccccc3)n2)c1,2,-3,-1,8,0,-2.2,-2,i,-10,-11
CC(C)CC(=O)N1CCN(Cc2ccc(Br)cc2)CC1,0,-1,-2,9,0,-0.5,1,i,3,4
C[C@@H]1CCCCO[C@H](CN(C)C(=O)Nc2ccc(C(F)(F)F)cc2)[C@@H](C)CN([C@H](C)CO)C(=O)c2cc(NC(=O)c3ccncc3)ccc2O1,1,2,/,35*,-4,2.1,-3,i,8,-22
Cc1nccc(-c2cc(-c3ccc(Cl)cc3Cl)no2)n1,-5,-1,-5,0,4,-0.2,-1,i,6,4
Cc1ccc(S(=O)(=O)Nc2ccccc2NS(=O)(=O)c2ccc(C)cc2)cc1,7,-1,/,7,-3,1.3,-6,i,4,2
Cn1c(N=Nc2ccc(N3CCOCC3)cc2)[n+](C)c2ccccc21,-22,22,4,-1,7,31,4,i,39*,6
CCOC(=O)N1C(=O)[C@](c2ccc(Cl)cc2)(C(C)C)N1C(=O)OCC,5,1,-6,-4,-8,1.6,1,i,13,5
COc1cccc(Oc2nccc(N(C)C)c2C#N)c1,1,0,-8,-7,-2,0.9,1,i,1,5
CCCCC1=CC2=CC(=O)C(C)(OC(=O)CC)C(=O)C2=CN1Cc1ccc2c(c1)OCO2 (stereo not drawn),-18,-1,0,15,2,3.6,-2,i,4,7
COc1cccc(CNC(=O)C(Cc2ccccc2)n2cccc2)c1 (stereo not drawn),1,-1,-10,-8,0,0.6,25,i,-10,-18
Cc1cc(C)c(NC(=O)CSc2ccc3nnc(CCNC(=O)c4ccccc4)n3n2)c(C)c1,-6,-3,-6,2,13,-1.8,-1,i,5,-10
N#C/C(=C\N1CCOCC1)c1ccccc1,1,-1,-8,-1,2,-1.7,-2,i,6,-5

# Compounds above containing an aryl methoxy group, in the order listed:
SMILES,SUMO1 PPI mod,STEP block,Scp1 inh,NadD inh,MT1-MMP act inh,LMPTP block,DNMT1 block,Rpn11 block,SKN-1 block,CendR NRP1 mod
COc1ccc(NC(=O)c2cccnc2Nc2ccccc2)cc1,6,4,-4,-3,-7,2.2,-5,i,14,9
COc1ccc(Br)cc1CN1CCN(c2ncccn2)CC1,1,1,-11,-4,-1,-1.1,-7,i,-3,9
CCOC(=O)C(C)NC(=O)c1cn(-c2ccc(OC)cc2)c(=O)c2ccccc12 (stereo not drawn),0,1,-7,-1,2,-1.5,-1,i,21,4
COc1cc(NC(=O)c2c(OC)cccc2OC)ccc1NC(=O)c1cc2ccccc2o1,-4,1,-11,0,2,0.9,-1,i,2,5
COCCCNC(=O)CNC(=O)c1nn(-c2ccc(OC)c(Cl)c2)c(=O)c2ccccc12,-13,-1,-10,-1,4,1.7,1,i,-5,-7
COc1cc(NC(=S)NC(=O)CC(C)C)ccc1NC(=O)c1cc2ccccc2o1,-2,3,-1,7,4,-2.0,13,i,5,-7
COc1ccc(/C=C2\CCCC3C2=NN(C(=O)c2ccco2)C3c2ccc(OC)c(OC)c2)cc1OC (stereo not drawn),-1,-4,-2,-1,-4,2.9,-7,i,19,-16
COc1ccc(Cl)cc1NC(=O)CSc1nc(N2CCOCC2)nc(N2CCOCC2)n1,4,2,1,-1,-1,1.7,0,i,9,14
COc1ccc(/C(C)=N/NC(=O)CNC(=O)c2cccs2)cc1OC,-3,1,-7,2,2,-0.4,0,i,2,0
COc1ccc(CC(=O)N[C@@H]2c3cc(OC)c(OC)cc3C[C@H]2O)cc1,-1,5,1,-8,1,-0.8,8,i,4,-1
COc1cc(C(=O)N2CCCCCCC2)ccc1OC1CCN(C(C)=O)CC1,2,2,-8,5,2,-0.7,3,i,4,10
COc1cccc(Oc2nccc(N(C)C)c2C#N)c1,1,0,-8,-7,-2,0.9,1,i,1,5
COc1cccc(CNC(=O)C(Cc2ccccc2)n2cccc2)c1 (stereo not drawn),1,-1,-10,-8,0,0.6,25,i,-10,-18

# Random draw from the library. About 3.9% of those tested had a hit in this group.
